UBC9 SUMO inh = inhibitors of human SUMOylation (UBC9); P63279; HTRF SUMOylation assay, SAE1/SAE2 + UBC9, in vitro; inhibition, % at 35 µM; 0.36% of 290,000 active; in the data active = inhibition above about 50%, passing the limit was not always enough; note: strong numbers were not always called active
CRFR2-BP ag = agonists of human CRF-binding protein/CRF-R2 receptor complex | HEK293 CRF-R2/CRF-BP, calcium dye fluorescence (FLIPR); percent of saturating CRF peptide response | activation, % at 13.2 µM | 0.46% of 350,000 active | AID 588473;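 active = activation of at least 50%, plus an integration ratio under a set limit after plate pattern correction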;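 note: plate controls were neutral control wells without compound for no effect and CRF at EC100 for full effect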
CRFR2-BP antag = blocks CRF-induced signaling of the CRF-BP/CRF-R2 complex | HEK293 CRF-R2/CRF-BP, CRF-induced calcium fluorescence | 0.59% of 350,000 active | AID 588475 | inhibition, % at 11.8 µM;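 active = inhibition of the ligand-induced calcium signal above about 50% at the single tested concentration, limit read from the data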
MEKK2mut PB1 HTS = signal of MEK5 binding to mutant human MEKK2 PB1 domain; bead flow cytometry, Alexa488-MEK5 binding to MEKK2 mutant; percent response, % at 10 µM; 0.35% of 290,000 active; in the data active = percent response above about 24%, passing the limit was not always enough; note: inactives centre near 1; some results filed as inactive read as strong as hits
GalR3 antag = antagonists of human GalR3; O60755; HEK293 GalR3-CNG cAMP membrane potential fluorescence; galR3 body fused to GalR1 C-terminus; inhibition, % at 3 µM; 0.44% of 360,000 active; AID 651719;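 active = inhibition above the screen-wide average plus 3 SD, cut at about 13% in these data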;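 note: forskolin and galanin both at EC90 stimulate the cells; cAMP rise reported by CNG channel membrane potential dye signal; 0% = forskolin plus galanin with DMSO and 100% = forskolin alone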
Target sequence (O60755 1-299 limits assumed): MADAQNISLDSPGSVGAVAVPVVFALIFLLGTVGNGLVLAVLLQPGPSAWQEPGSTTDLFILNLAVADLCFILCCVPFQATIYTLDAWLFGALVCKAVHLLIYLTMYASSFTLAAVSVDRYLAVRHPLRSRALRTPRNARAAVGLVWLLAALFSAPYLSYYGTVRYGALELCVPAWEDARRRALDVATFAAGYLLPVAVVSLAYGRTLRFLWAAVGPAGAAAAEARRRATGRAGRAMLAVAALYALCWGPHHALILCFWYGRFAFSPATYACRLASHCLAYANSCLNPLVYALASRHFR
MEKK2 WT-MEK5 = raises or lowers MEK5 binding to wildtype human MEKK2 PB1 domain | Q9Y2U5 | bead flow cytometry, Alexa488-MEK5 binding to MEKK2 WT; actives lie on both sides | 1.1% of 290,000 active | binding response (% of control), % at 10 µM; in the data active = binding response below about 67% or above about 130%
FID counter = counter-screen for HCV NS3 helicase inhibitors: DNA intercalator displacement; 0.17% of 290,000 active; inhibition, % at 7.9 µM; DNA fluorescent intercalator displacement, fluorescence; in the data active = inhibition above about 37%;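 note: 0% = vehicle and 100% = reference compound; higher means more ethidium bromide displaced from hairpin DNA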
NS3 helicase inh = HCV NS3 helicase inhibition | NS3 helicase DNA unwinding, Cy5 molecular beacon fluorescence | inhibition, % at 10.9 µM | 0.56% of 290,000 active | AID 1800;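 active = inhibition above the mean of all tested compounds plus 3 SD, set per campaign, cut at about 35% in these data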;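 note: 0% = DMSO wells and 100% = thioflavine S control wells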
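System: NS3 helicase fragment of HCV / Schedule: 1 h at 25 °C / Control set: DMSO alone as 0% and 110 µM thioflavine S as 100% / Reagent: Cy5/quencher beacon DNA duplex and ATP to start / Technique: Cy5 fluorescence / Replication: singlicate / Evaluation: % inhibition of end-to-start signal ratio versus controls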
MEKK3 PB1 HTS = modulators (inhibitors or enhancers) of MEK5 binding to human MEKK3 PB1 domain; bead-based flow cytometry, Alexa488-MEK5 binding to MEKK3; actives lie on both sides; 0 = blocked by unlabeled MEK5, 100 = vehicle; binding response (% of control), % at 10 µM; 1.4% of 290,000 active;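 active = binding response more than 3 SD above or below the average of its plate-row segment, actives on both sides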;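 note: Alexa488 bead fluorescence after subtracting the streptavidin-only scavenger bead signal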
Target sequence (Q99759 whole entry, looked up, the tested form may be a part): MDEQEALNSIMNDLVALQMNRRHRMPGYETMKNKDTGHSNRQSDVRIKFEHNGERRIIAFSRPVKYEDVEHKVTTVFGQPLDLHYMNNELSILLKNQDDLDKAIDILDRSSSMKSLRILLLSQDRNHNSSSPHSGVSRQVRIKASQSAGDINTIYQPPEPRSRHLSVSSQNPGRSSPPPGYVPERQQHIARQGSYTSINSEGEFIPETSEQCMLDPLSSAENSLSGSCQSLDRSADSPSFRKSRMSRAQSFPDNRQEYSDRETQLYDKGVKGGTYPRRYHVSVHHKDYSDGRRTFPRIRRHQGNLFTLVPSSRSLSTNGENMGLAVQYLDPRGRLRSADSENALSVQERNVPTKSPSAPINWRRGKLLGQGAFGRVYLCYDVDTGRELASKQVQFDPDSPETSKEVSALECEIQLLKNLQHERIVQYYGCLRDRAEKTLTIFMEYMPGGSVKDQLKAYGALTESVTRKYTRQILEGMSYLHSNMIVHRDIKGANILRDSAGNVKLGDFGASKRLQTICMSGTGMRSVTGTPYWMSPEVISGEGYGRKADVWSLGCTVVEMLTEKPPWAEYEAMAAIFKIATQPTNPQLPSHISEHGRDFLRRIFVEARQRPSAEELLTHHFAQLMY
Starred values were filed as active, the others as inactive; x = not tested or not shown.

SMILES	UBC9 SUMO inh	CRFR2-BP ag	CRFR2-BP antag	MEKK2mut PB1 HTS	GalR3 antag	MEKK2 WT-MEK5	FID counter	NS3 helicase inh	MEKK3 PB1 HTS
Cc1ccc(C(=O)NCCN2C3=NC[C@H](C(C)C)N3C[C@H]2Cc2ccc(O)cc2)cc1Br	24	-2.7	4	34	4	145*	14	-49	105
CCOC(=O)c1c(NC(=O)CCS(=O)(=O)c2ccccc2)sc2c1CCN(C)C2	3	3.0	10	-2	0	101	7	-24	100
Cc1ccccc1OCc1nnc(SCC(=O)Nc2ccc(N3CCOCC3)cc2)n1C	-10	-0.2	-4	-5	-6	100	-47	-1	100
CCN(CC)CCN1c2ccccc2Sc2ccccc21	0	-0.1	-22	4	-3	109	23	-24	104
O=C(Nc1ccccc1)OC(CN1CCCCC1)C(F)(F)F (centres undefined)	3	4.0	4	6	1	101	-2	-5	99
c1ccc(-c2nn3c(Cn4cnc5ccccc54)nnc3s2)cc1	-2	0.4	-4	-5	-3	91	-12	-8	86
COC(=O)c1ccccc1C(=O)c1cccc2ccccc12	24	0.5	5	7	3	103	-15	-7	101
O=C(NC(=S)N1CCCCC1)c1cccnc1	0	0.5	8	-9	-2	95	-7	-3	99
COC(=O)c1ccccc1NC(=O)CN1CCN(C(=O)c2ccco2)CC1	3	3.0	-10	7	-3	108	-27	-1	103
COc1ccccc1N1CCN(C(=O)COc2ccc(S(=O)(=O)NC(C)(C)C)cc2)CC1	1	x	x	9	x	101	-31	18	102
Cc1ccc(NS(=O)(=O)c2c(C)nc3sccn3c2=O)cc1C	6	-2.5	5	2	-7	101	-17	6	102
CCOP(=O)(c1ccc(N(C)C)cc1)C(O)c1cc(OC)c(OC)c(OC)c1 (centres undefined)	15	0.8	6	-4	-4	96	-14	6	100
CC(=O)Oc1cccc(N2C(=O)c3cccc4c([N+](=O)[O-])ccc(c34)C2=O)c1	22	4.6	31	2	-10	100	-9	16	100
COc1ccc(/C(C)=N/NC(=O)CNC(=O)c2ccncc2)cc1	11	0.8	-9	-1	-9	95	-3	10	97
COCCCn1c(C23CC4CC(CC(C4)C2)C3)n[nH]c1=S	2	-3.2	-15	2	-12	102	-26	-3	104
CN(C)c1ccc(NC2=C([N+](=O)[O-])CS(=O)(=O)C2)cc1	11	-0.8	1	2	3	107	-14	12	108
Cc1cc2c(cc1C)-c1c(ssc1=Nc1ccc(S(N)(=O)=O)cc1)C(C)(C)N2	-17	-1.1	-16	2	-9	104	0	-3	103
O=C(CCCN1C(=O)c2ccccc2C1=O)N1CCN(c2ccccn2)CC1	0	1.2	-3	-4	8	99	-22	18	99
COc1cc(/C=C(\C#N)C(=O)NC2CCCCC2C)ccc1OS(=O)(=O)c1ccc(C)cc1 (centres undefined)	-15	-0.5	-50	-1	-3	108	8	-3	104
COc1cc(-c2cc(-c3nnco3)c3ccccc3n2)cc(OC)c1OC	-4	1.3	-9	1	-1	100	-11	19	103
CC(=O)Nc1ccc(Sc2ncnc3scc(-c4ccccc4)c23)cc1	8	1.6	1	-1	2	99	-9	0	128*
CC(=O)NC(Cc1ccc(F)c(F)c1)C(=O)NC1CCN(S(=O)(=O)c2ccc(C)cc2)CC1 (centres undefined)	8	-0.2	-3	6	-1	100	-35	7	100
Cc1c(NC(=O)CSc2nc(-c3ccco3)cc(C(F)(F)F)n2)c(=O)n(-c2ccccc2)n1C	6	-1.6	-9	-1	-5	97	-26	3	95
Cc1ccc(S(=O)(=O)NCC(C)n2cncn2)cc1 (centres undefined)	8	-0.4	2	7	5	105	-7	1	103
O=C(CO)N/N=C/c1ccccc1F	19	-2.3	0	-14	0	75	-1	8	67
SMILES	UBC9 SUMO inh	CRFR2-BP ag	CRFR2-BP antag	MEKK2mut PB1 HTS	GalR3 antag	MEKK2 WT-MEK5	FID counter	NS3 helicase inh	MEKK3 PB1 HTS
Cc1ccc(NS(=O)(=O)c2ccc(CCC(=O)NCc3ccccn3)cc2)cc1	2	-0.9	-26	2	-1	104	-20	0	104
O=C(/C=C/c1cc([N+](=O)[O-])ccc1OC(F)F)Nc1cccc2ccccc12	-9	-1.6	16	6	-5	90	1	-10	100
Cc1ccccc1CNC(=O)C(=O)Nc1nccs1	-1	0.0	-6	-1	-6	97	-4	2	95
O=C(c1cc2ccccc2[nH]1)N(Cc1cccnc1)CC1CCCN(C2CCCCC2)C1 (centres undefined)	0	0.3	-4	13	-11	121	-3	-33	100
CCOC(=O)C1CCCN(C(=O)c2[nH]c3ccc(OC)cc3c2C)C1 (centres undefined)	11	1.0	7	1	-4	98	-28	1	100
Cc1cc(C)cc(N2CC(C)(C)C2=O)c1	14	-0.7	4	-4	-6	97	0	-5	97
C/C(CC(=O)Nc1cc(C)ccn1)=N\NC(=O)C(=O)NC(C)C	35	1.5	-47	-13	3	59	-1	1	63
CCNc1ccc(C(=O)OCC(=O)N2c3ccccc3NC(=O)C2(C)C)cc1[N+](=O)[O-]	7	11	-4	-2	11	99	-18	-13	99
Cc1nc2c(C(=O)NCCc3ccccc3Cl)c[nH]n2c(=O)c1Cl	17	5.5	36	-2	-12	95	-14	-24	94
COC(=O)c1cc(Cl)cc2c(C)c(C3(O)CCCCC3)[nH]c12	-3	0.4	-17	0	-4	92	-24	-35	99
COc1ccccc1CNC(=O)Cn1ccsc1=N	19	1.7	-3	5	-1	106	-4	-4	102
C#CCOCCOCCOCCNc1nc(N2CCN(C(=O)C([C@@H](C)CC)n3cc(C(N)COC(=O)C(F)(F)F)nn3)CC2)nc(N2CCN(C(=O)[C@H](CCCCN)n3cc(C(N)CC(C)C)nn3)CC2)n1 (some centres undefined)	x	1.1	1	53*	x	241*	x	x	120
Cc1ccc2c(c1)C=CC(C)(C)S2(=O)=O	15	2.0	14	-2	-1	94	2	-3	93
CCOCc1nc(N)[nH]c(=O)c1Cc1ccc(OC(C)C)cc1	10	-0.4	0	5	2	100	-5	10	105
Oc1ccc(N=Cc2ccc(OCc3ccccc3)cc2)cc1	74	-0.2	5	-3	2	98	4	21	101
COc1ccccc1-n1c(CCC(=O)O)ccc1-c1ccccc1	16	-2.3	7	3	-1	100	-28	-2	100
COCCCN1C(=O)C(=O)/C(=C(/O)c2ccc(S(=O)(=O)N3CCCCC3)cc2)C1c1ccc(F)cc1 (centres undefined)	-2	-0.7	11	-15	1	90	-49	44*	85
CCCOc1ccc(-c2nc[nH]c2[N+](=O)[O-])cc1	9	0.4	-6	-3	-5	92	-2	0	93
COC(=O)C1=C(C)NC(=O)CC1c1cc2c(cc1Br)OCO2 (centres undefined)	25	-2.7	-8	1	-5	104	-1	7	103
COc1ccc(CC(=O)NC2CCN(CC(=O)Nc3ccc4c(c3)OCCO4)CC2)cc1OC	7	0.4	-2	1	-2	100	-3	8	98
COc1ccc(/C=C2/Sc3ccc(C(=O)N4CCOCC4)cc3NC2=O)cc1OC	x	0.0	-7	0	-7	102	-22	8	104
COc1cccc2cc(C(=O)N3CCN(c4ccc(C)cc4C)CC3)c(=O)oc12	8	12	-53	13	x	110	-2	4	113
Cc1ccc(S(=O)(=O)NC2c3cccc4cccc(c34)C2Sc2nc(C)cc(C)n2)cc1 (centres undefined)	-10	1.5	25	-1	2	98	-9	-11	103
CCN(CC)S(=O)(=O)c1ccc2c(c1)N(CC(=O)Nc1ccc(NC(C)=O)cc1)C(=O)CO2	15	0.9	-5	8	-10	102	-11	14	106
Cc1ccc(/C=N/N2CCN(c3ccccn3)CC2)o1	17	-3.0	-4	-2	-6	96	-10	-15	99

Nothing new here: entries from further up.
SMILES	UBC9 SUMO inh	CRFR2-BP ag	CRFR2-BP antag	MEKK2mut PB1 HTS	GalR3 antag	MEKK2 WT-MEK5	FID counter	NS3 helicase inh	MEKK3 PB1 HTS
Cc1ccc(NS(=O)(=O)c2ccc(CCC(=O)NCc3ccccn3)cc2)cc1	2	-0.9	-26	2	-1	104	-20	0	104
O=C(/C=C/c1cc([N+](=O)[O-])ccc1OC(F)F)Nc1cccc2ccccc12	-9	-1.6	16	6	-5	90	1	-10	100

Compound profiles, as listed above.
O=C(/C=C/c1cc([N+](=O)[O-])ccc1OC(F)F)Nc1cccc2ccccc12 in the list: UBC9 SUMO inh: -9; CRFR2-BP ag: -1.6; CRFR2-BP antag: 16; MEKK2mut PB1 HTS: 6; GalR3 antag: -5; MEKK2 WT-MEK5: 90; FID counter: 1; NS3 helicase inh: -10; MEKK3 PB1 HTS: 100
CCCOc1ccc(-c2nc[nH]c2[N+](=O)[O-])cc1 in the list: UBC9 SUMO inh: 9; CRFR2-BP ag: 0.4; CRFR2-BP antag: -6; MEKK2mut PB1 HTS: -3; GalR3 antag: -5; MEKK2 WT-MEK5: 92; FID counter: -2; NS3 helicase inh: 0; MEKK3 PB1 HTS: 93

Returning to the listing; the five compounds before the break are reprinted first.
SMILES	UBC9 SUMO inh	CRFR2-BP ag	CRFR2-BP antag	MEKK2mut PB1 HTS	GalR3 antag	MEKK2 WT-MEK5	FID counter	NS3 helicase inh	MEKK3 PB1 HTS
COc1ccc(/C=C2/Sc3ccc(C(=O)N4CCOCC4)cc3NC2=O)cc1OC	x	0.0	-7	0	-7	102	-22	8	104
COc1cccc2cc(C(=O)N3CCN(c4ccc(C)cc4C)CC3)c(=O)oc12	8	12	-53	13	x	110	-2	4	113
Cc1ccc(S(=O)(=O)NC2c3cccc4cccc(c34)C2Sc2nc(C)cc(C)n2)cc1 (centres undefined)	-10	1.5	25	-1	2	98	-9	-11	103
CCN(CC)S(=O)(=O)c1ccc2c(c1)N(CC(=O)Nc1ccc(NC(C)=O)cc1)C(=O)CO2	15	0.9	-5	8	-10	102	-11	14	106
Cc1ccc(/C=N/N2CCN(c3ccccn3)CC2)o1	17	-3.0	-4	-2	-6	96	-10	-15	99
COc1ccccc1N1C(=N)S/C(=C\c2ccc(-c3ccccc3C(=O)O)o2)C1=O	35	6.7	-25	-2	-6	97	-28	41*	98
CCOCC(=O)Nc1cc(C(F)(F)F)ccc1Oc1cccc(Br)c1	-17	3.4	-1	9	-6	109	-9	-2	110
CC12CCC(C(=Nc3ccc(N=C4C(=O)C5(C)CCC4C5(C)C)cc3)C1=O)C2(C)C	4	0.8	-4	4	x	107	-14	26	104
CCN(CC)S(=O)(=O)c1ccc(N=NC2=C(O)CC(C)(C)CC2=O)cc1	-9	-2.2	-1	-2	-10	93	-17	1	93
CCOC(=O)C1CCN(c2nc(C)cc(C)c2C#N)CC1	1	1.8	3	0	-6	103	-16	9	102
OCCN(Cc1ccccc1)Cc1nc(CC2CC2)no1	1	-1.5	6	2	-4	94	-7	-13	102
O=C(NCCCc1ccccc1)c1ccccc1	9	0.5	10	7	3	101	-7	3	105
Cc1cc(C)nc(N(C#N)CN2C(=O)c3ccccc3S2(=O)=O)n1	-10	-5.3	7	11	4	106	-5	5	111

Compound activity (PubChem)

This is a subset; the hit share may differ from the screen's.
